# Screens as filed in PubChem BioAssay.
# Vif-A3F inh – blocks the Vif interaction with APOBEC3F | Potency, µM (series often up to 46.1 µM), for the others: at the highest dose activity, negative = active | 390,000 tested, 0.2% active | HeLa A3F-eYFP + Vif (tagged APOBEC3F with the HIV-1 protein that degrades it), YFP fluorescence increase; further: potency means the concentration at half of the fitted maximal effect; % of control where 0% means no effect; nearly all actives have a fitted effect of over 65% in size
#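 HeLa cells stably expressing Vif plus C-terminally eYFP-tagged A3F were seeded, incubated overnight at 37 deg C, dosed with compound, incubated overnight again at 37 deg C. Yellow fluorescence (Ex 488/Em 500-530) reported blocked Vif-mediated A3F-eYFP degradation.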
# TrxR1 substrate – substrates of rat thioredoxin reductase 1. purified TrxR1 substrate turnover, NADPH consumption readout. 390,000 tested, 0.01% active. AID 588456. Potency, µM (highest dose often 114 µM), inactives show at the top dose activity change, negative = substrate turnover; further: potency means the concentration at half of the fitted maximal effect; on the % scale 0 is the no-effect control and ±100 the full control effect; nearly all actives have a fitted effect of over 50% in size
# Target sequence (O89049 whole entry, looked up): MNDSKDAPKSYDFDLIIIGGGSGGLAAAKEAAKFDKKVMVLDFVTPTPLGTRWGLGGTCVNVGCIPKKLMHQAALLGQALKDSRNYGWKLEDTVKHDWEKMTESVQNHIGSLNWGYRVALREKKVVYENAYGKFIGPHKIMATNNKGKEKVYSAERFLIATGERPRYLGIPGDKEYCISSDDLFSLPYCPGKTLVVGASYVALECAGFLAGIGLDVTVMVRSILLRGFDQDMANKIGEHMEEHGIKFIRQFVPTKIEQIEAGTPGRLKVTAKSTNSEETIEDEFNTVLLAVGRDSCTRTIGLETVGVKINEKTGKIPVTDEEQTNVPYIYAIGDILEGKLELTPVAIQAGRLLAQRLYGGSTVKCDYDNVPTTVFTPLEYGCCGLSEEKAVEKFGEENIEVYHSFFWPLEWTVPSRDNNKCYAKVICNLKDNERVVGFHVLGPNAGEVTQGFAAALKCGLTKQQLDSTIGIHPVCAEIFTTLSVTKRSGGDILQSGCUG
#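 Rat TrxR1, dispensed at 90 nM, was prereduced with 400 uM NADPH (final) for 5 min at ~22 deg C, then incubated with compound 15 min before 400 uM selenite. A first-read NADPH fluorescence drop versus no-compound background flagged substrates.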
# Vif-A3G inh – Vif-A3G binding inhibition; HeLa A3G-eYFP + Vif (tagged APOBEC3G with the HIV-1 protein that degrades it), YFP fluorescence, overnight; Potency, µM (top dose mostly 46.1 µM), without a hit: top-dose activity, negative = active, hits mostly inhibitors; 410,000 tested, 0.076% active;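 further: potency means the concentration at half of the fitted maximal effect; on the % scale 0 is the no-effect control and ±100 the full control effect; nearly all actives have a fitted effect of over 60% in size; hits raise eYFP signal because A3G escapes Vif-driven loss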
#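 HeLa cells stably expressing Vif and C-terminally eYFP-tagged A3G, seeded overnight at 37 deg C, then exposed to compound by pintool overnight at 37 deg C. Rise in yellow fluorescence (Ex 488/Em 500-530, Acumen) marks blocked Vif-driven A3G degradation.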
# IDH1 R132H inh – inhibitors of human mutant IDH1 R132H | Potency, µM (series often up to 76.6 µM), for inactives: at the top dose activity change, negative = inhibition, usual class: inhibitors | IDH1-R132H enzyme, NADPH consumption, diaphorase/resazurin fluorescence | 390,000 tested, 0.093% active; further: potency means the concentration at half of the fitted maximal effect; on the % scale 0 is the no-effect control and ±100 the full control effect; nearly all actives have a fitted effect of over 65% in size
# Target sequence (O75874 whole entry R132H, stated change not applied): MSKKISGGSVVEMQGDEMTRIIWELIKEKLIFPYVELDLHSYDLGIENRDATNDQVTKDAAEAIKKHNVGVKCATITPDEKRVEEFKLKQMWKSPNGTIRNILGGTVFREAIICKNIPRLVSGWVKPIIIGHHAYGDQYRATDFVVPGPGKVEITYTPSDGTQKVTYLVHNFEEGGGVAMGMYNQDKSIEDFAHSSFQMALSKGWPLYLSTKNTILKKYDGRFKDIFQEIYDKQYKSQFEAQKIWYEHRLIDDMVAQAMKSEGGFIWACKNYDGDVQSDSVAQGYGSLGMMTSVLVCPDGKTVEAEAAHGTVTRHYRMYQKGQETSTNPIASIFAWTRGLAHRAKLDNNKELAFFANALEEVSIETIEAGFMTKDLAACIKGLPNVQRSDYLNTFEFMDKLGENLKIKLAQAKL
#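 IDH1-R132H (0.5 ug/mL dispensed) in pH 7.5 Tris buffer was preincubated 30 min with compound, then given a substrate mix of 0.016 mM NADPH and 2 mM alpha-KG for 80 min at room temperature; remaining NADPH was read by diaphorase/resazurin fluorescence.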
# RXFP1 agonist – activates the human relaxin receptor RXFP1. AID 2676. 370,000 tested, 0.3% active. Potency, µM (highest dose often 57.5 µM), inactives show at the highest dose activation, most hits filed as activators. HEK293T-RXFP1 cAMP TR-FRET, 30 min; response scale: percent of porcine relaxin response, buffer zero; further: potency means the concentration at half of the fitted maximal effect; on the % scale 0 is the no-effect control and ±100 the full control effect; nearly all actives have a fitted effect of over 60% in size; many of its hits are not listed in these tables
#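 cAMP rise read by TR-FRET after 30 min, 37C compound exposure (up to 58 uM) in RXFP1-transfected HEK293 cells with Ro 20174 present. EC50 from Hill-equation fits, with 29 nM porcine relaxin as 100% and buffer as basal.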
# GRP78 ERSR act – inducers of ER stress response in human glioma cells; Potency, µM, for the others: top-dose activation, actives largely listed as activators; 420,000 tested, 0.02% active; U87-MG GRP78 promoter luciferase reporter, 16 h; AID 602332; further: potency means the concentration at half of the fitted maximal effect; series mostly up to about 76 µM; % of control where 0% means no effect; nearly all actives have a fitted effect of over 35% in size
#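 Stably transfected U87-MG human glioma cells carrying a GRP78-based luminescent sensor were seeded at 1000 cells/well, pin-dosed with compounds and incubated 16 h. Luciferase reagent was then added, and end-point luminescence was read after 10 min at room temperature.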
# LDHA inh – blocks human lactate dehydrogenase A. activity change, % (values are at about 110 or 230 µM). AID 1347041. 480,000 tested, 0.15% active. purified LDHA, NADH/diaphorase-resazurin fluorescence; stronger effect = lower value. P00338; in the data active means activity change below about -30%; inconclusive means mostly about -25% to -30%;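 further: plate controls were DMSO wells for no effect and wells without enzyme for full effect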
#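 Enzyme activity of human lactate dehydrogenase 5 (2 nM; 0.06 mM NADH, 0.2 mM pyruvate, 5 min, RT) is measured via a resazurin/diaphorase fluorescence readout of residual NADH.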
# PI4K2A block – blocks human PI4K2A kinase activity; Q9BTU6; purified PI4K2A, ADP-Glo luminescence, 1 h; stronger effect = lower value; activity change, negative = inhibition, % at 76.9 µM; 420,000 tested, 0.13% active; AID 1346378; in the data active means activity change below about -50%; inconclusive means mostly about -30% to -49%;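 further: -100% = wells without enzyme as full effect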
#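 ADP-Glo luminescence measured ADP generated by PI4K2A enzyme (4 ug/mL before mixing) with 1.2 mM PI substrate (pre-mix) and 300 microM ATP (pre-mix). Tris pH7.5 buffer with MgCl2, Triton X-100; 1 h reaction at ambient temperature.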
# USP1 inh – blocks the human USP1/UAF1 deubiquitinase complex | O94782 | 390,000 tested, 0.23% active | recombinant USP1/UAF1, Ub-Rhodamine cleavage fluorescence | AID 743255 | Potency, µM (series often up to 57.1 µM), without a hit: at the top dose activity change, negative = inhibition, most hits filed as inhibitors; further: potency means the concentration at half of the fitted maximal effect; on the % scale 0 is the no-effect control and ±100 the full control effect; nearly all actives have a fitted effect of over 60% in size; inactives centre near -12
#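 Step one: compound is pinned into 1nM USP1/UAF1 in HEPES pH 7.8 buffer with TCEP. Step two: 15 min room-temperature incubation. Step three: Ub-Rho (150nM final) starts cleavage, tracked by fluorescence over six one-minute reads.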
# Starred values were filed as active, the others as inactive; ? = inconclusive; · = not tested or not shown; [ ] = remark or other dose. Unless noted, the call rests on the fitted dose curve; in most records, active means well fitted curve in the direction sought with a large enough effect; inconclusive means small, poorly fitted or top-dose-only effect, or another doubt; inactive means no such curve, though single readings can be large; an effect the other way counts as inactive or inconclusive. An excerpt; the hit share may differ from the screen's.
SMILES | Vif-A3F inh | TrxR1 substrate | Vif-A3G inh | IDH1 R132H inh | RXFP1 agonist | GRP78 ERSR act | LDHA inh | PI4K2A block | USP1 inh
CCOC(=O)C1(Cc2cccc(F)c2)CCN(C(=O)c2cnc(C)cn2)CC1 | -13% | 4% | 2% | -1% | 1.1% | -5% | -16 | 1 | 1%
COCCNC(=O)C1(C)CCN(C(=O)c2oc3ccccc3c2C)C1 (stereo not drawn) | · | · | -3% | · | · | -1% | -10 | 3 | ·
Cc1ccc(CN(c2ccc(C(=O)N3CCOCC3)cc2)S(C)(=O)=O)cc1 | -6% | -3% | -5% | 11% | 1.8% | -1% | 1 | 3 | 5%
COc1ccc(CCNS(=O)(=O)c2ccc3c(c2)c(=O)n(C)c(=O)n3C)cc1OC | 2% | -7% | 3% | 24% | 0.1% | -4% | -7 | -2 | 12%
CCC1(c2ccccc2)NC(=O)N(CC(=O)N(C)CC(=O)Nc2cccc(F)c2)C1=O (stereo not drawn) | -5% | -6% | 0% | 4% | -2.3% | -4% | -5 | 1 | -15%
CC(=O)Nc1ccc(NC(=O)c2c(C)noc2C)cc1 | 5% | -1% | -10% | -8% | -1.2% | -3% | -5 | 1 | -18%
CCSc1ncc(Cl)c(C(=O)Nc2c(C(=O)c3ccccc3)oc3ccccc23)n1 | -6% | -5% | 1% | -1% | -0.3% | -2% | 0 | 5 | -8%
CC(C)COC(=O)N1CCCCC1c1cc(C(=O)N2CCOCC2)no1 (stereo not drawn) | · | · | 3% | · | · | -2% | -1 | 2 | ·
N/C(=N\O)c1ccc(Oc2ccccc2Cl)c([N+](=O)[O-])c1 | 1% | -5% | -9% | 0% | 1.6% | 2% | -3 | 2 | 8%
O=S(=O)(Nc1cccc(-c2ccc(N3CCCCC3)nn2)c1)c1ccc(F)cc1F | -6% | -1%[57.1 µM] | 3% | -2% | -0.2% | 1% | -4 | -3 | -23%
C/C(=N\NC(=O)CCCOc1ccc(Cl)cc1C)c1ccc(C)o1 | -13% | 5%[57.1 µM] | -4% | 5% | 0.5% | -9% | -1 | -16 | -7%
CCCn1c(NCc2ccccn2)nc2ccccc21 | -4% | 1% | 0% | 3% | -1.1% | 1% | 5 | -1 | -9%
CC(C)(C)c1ccc2c(c1)N(CC(=O)O)C(=O)CO2 | -10% | 9%[57.1 µM] | 3% | -1% | 2.5% | -7% | -7 | 4 | -12%
CCn1c(CC(=O)Nc2ccccc2F)nnc1SCC(=O)NC1=NCCS1 | 0% | · | 1% | 10% | · | -3% | 1 | -3 | -19%
Cc1[nH]n(C(N)=S)c(=O)c1N=Nc1cc(-c2ccc(Br)cc2)[nH]n1 | 6% | -1%[57.1 µM] | 1% | -7% | 2.4% | 5% | -1 | 6 | -22%
Cc1nonc1NC(=O)CSc1nc(C2CCCCC2)nc2ccccc12 | 7% | -3% | -18% | -1% | 1.9% | 0% | -1 | 5 | -22%
COc1ccc(NCN2C(=O)CCC2=O)cc1 | 7% | -10% | 2% | 10% | 1.0% | 1% | 13 | 8 | 4%
Nc1ccn([C@@H]2O[C@H](CN=C3NS(=O)(=O)c4ccccc43)[C@@H](O)[C@H]2O)c(=O)n1 | -11% | · | 1% | 10% | · | -6% | 1 | 3 | -23%
COc1ccc2c(c1)c1c(c(=O)n(CCc3ccccc3)c(=O)n1Cc1cccc(C)c1)n2C | -9% | 2% | -1% | -14% | -1.5% | 1% | -10 | 3 | -14%
O=C(CCNC(=O)c1ccc(Cl)cc1)Nc1cccc(S(=O)(=O)N2CCCCCC2)c1 | 2% | -1% | 1% | 0% | -0.8% | -1% | -12 | 0 | -15%
Cc1cc(C(=O)NCc2cccc(Br)c2)c2c(C)nn(-c3ccccc3)c2n1 | 3% | 55%[activator] | 1% | 4% | 2.7% | -2% | -14 | -3 | 1%
Cn1c(CNc2ccc(Br)cc2)nc2ccccc21 | -3% | -8% | -11% | 16% | 1.7% | -1% | -1 | -1 | -11%
COc1cc(OC)cc(C(=O)Nc2ccc3nc4c(c(Nc5ccc(OC)c(OC)c5)c3c2)CCCC4)c1 | -1% | -3% | -16% | ? | -2.2% | -10% | 1 | -1 | -4%
CC(C(=O)OCC(=O)Nc1ncc(Cl)cc1Cl)N1C(=O)c2ccccc2C1=O (stereo not drawn) | 4% | -7% | -7% | 9% | -2.9% | -6% | -5 | -2 | -16%
CSc1ccc(S(=O)(=O)NCCSc2ccccn2)cc1 | 2% | 12% | 2% | 1% | -0.1% | -3% | -7 | 1 | -6%
Cc1cccc(C(=O)N2CCN(c3ncnc4c3cnn4-c3ccccc3)CC2)c1 | -4% | -4% | 0% | -2% | -0.2% | -4% | -3 | -3 | -10%
COc1ccc(COC(=O)Nc2cn(C)nc2C(F)(F)F)cc1 | 7% | 6% | -1% | -4% | -0.3% | -3% | -4 | 13 | -17%
O=S1(=O)N=C(Nc2ccc(N3CCOCC3)cc2)c2ccccc21 | 4% | -1% | -3% | 6% | -0.3% | 2% | 8 | 6 | -21%
CCn1c(-c2cccn(Cc3ccccc3)c2=O)n[nH]c1=S | -3% | -4%[57.1 µM] | 2% | -2% | 3.0% | 1% | -2 | -1 | -13%
COc1ccccc1C(=O)NCCn1ccc2ccccc21 | -1% | 4%[57.1 µM] | -2% | 8% | -0.1% | -1% | 1 | -3 | -30%
c1ccc(CN2CCC(Nc3nc(-c4cccs4)nc4ccccc34)CC2)cc1 | -4% | 3%[11.4 µM] | -9% | 4% | -1.6% | -12% | -3 | -1 | -23%
FC(F)C(F)(F)C(F)(F)C(F)(F)c1cc(-c2ccccc2)n[nH]1 | -26% | -13% | -5% | 8% | 4.1% | 1% | 11 | 1 | -24%
CCCN(CC(=O)Nc1ccc(F)c(F)c1F)C(=O)c1cc([N+](=O)[O-])ccc1N1CCOCC1 | 6% | -12% | 1% | -1% | 1.0% | -4% | 1 | -1 | -16%
Cc1cccc2sc(NC(=O)Cn3cccc3)nc12 | 1% | 2% | -4% | 17% | 0.1% | -3% | 4 | -2 | -5%
O=S(=O)(c1ccc(Br)s1)N1CCN(c2ccc(F)cc2)CC1 | -11% | -9% | -4% | 3% | 5.5% | -5% | 15 | -1 | -14%
CCOC(=O)c1cc(NC(=O)c2ccc(F)cc2)c(=O)n2c1oc1ccc(Cl)cc12 | 12% | 11% | 3% | 10% | 2.3% | -5% | 2 | 0 | -22%
NC(=O)c1cnn2c(-c3ccc(Cl)cc3Cl)ccnc12 | 1% | 12% | 0% | -6% | 0.5% | -5% | -5 | -1 | -4%
COc1ccc(CNC(=O)c2ccc3c(c2)N(Cc2ccccc2)CCS3)cc1 | 5% | 68%[activator] | -1% | -8% | 12% | -2% | -11 | 0 | ?
COc1ccc(C(=O)Nc2ccc(NC(=O)CSc3nnc(-c4ccncc4)n3C)cc2)cc1 | 6% | -4% | 0% | -1% | -0.9% | -2% | -2 | 0 | -17%
Clc1cccc(Cl)c1CSc1nnc(CN2CCOCC2)n1-c1ccccc1 | 6% | -13% | 4% | 5% | 0.7% | -3% | -3 | -15 | 5%
Cn1cc(Br)c(-c2cccc(NC(=O)CCC(=O)O)c2)n1 | 6% | 9% | 0% | -1% | 1.9% | -2% | -5 | -1 | 1%
Cc1cccc(CC2S/C(=N/N=C/c3ccco3)NC2=O)c1 (stereo not drawn) | -8% | 0%[57.1 µM] | -4% | 10% | -3.0% | -8% | -11 | 4 | -10%

# Reformatted with values under each structure: nine of the compounds above.
# Every second line gives: Vif-A3F inh	TrxR1 substrate	Vif-A3G inh	IDH1 R132H inh	RXFP1 agonist	GRP78 ERSR act	LDHA inh	PI4K2A block	USP1 inh
- Cc1cccc(C(=O)N2CCN(c3ncnc4c3cnn4-c3ccccc3)CC2)c1
 : -4%	-4%	0%	-2%	-0.2%	-4%	-3	-3	-10%
- COc1ccc(COC(=O)Nc2cn(C)nc2C(F)(F)F)cc1
 : 7%	6%	-1%	-4%	-0.3%	-3%	-4	13	-17%
- O=S1(=O)N=C(Nc2ccc(N3CCOCC3)cc2)c2ccccc21
 : 4%	-1%	-3%	6%	-0.3%	2%	8	6	-21%
- CCn1c(-c2cccn(Cc3ccccc3)c2=O)n[nH]c1=S
 : -3%	-4%[57.1 µM]	2%	-2%	3.0%	1%	-2	-1	-13%
- COc1ccccc1C(=O)NCCn1ccc2ccccc21
 : -1%	4%[57.1 µM]	-2%	8%	-0.1%	-1%	1	-3	-30%
- c1ccc(CN2CCC(Nc3nc(-c4cccs4)nc4ccccc34)CC2)cc1
 : -4%	3%[11.4 µM]	-9%	4%	-1.6%	-12%	-3	-1	-23%
- FC(F)C(F)(F)C(F)(F)C(F)(F)c1cc(-c2ccccc2)n[nH]1
 : -26%	-13%	-5%	8%	4.1%	1%	11	1	-24%
- CCCN(CC(=O)Nc1ccc(F)c(F)c1F)C(=O)c1cc([N+](=O)[O-])ccc1N1CCOCC1
 : 6%	-12%	1%	-1%	1.0%	-4%	1	-1	-16%
- Cc1cccc2sc(NC(=O)Cn3cccc3)nc12
 : 1%	2%	-4%	17%	0.1%	-3%	4	-2	-5%
